AT treatment – qHTS Assay for Identifying a Potential Treatment of Ataxia-Telangiectasia; […] A-T fibroblasts, KAP-1 phosphorylation AlphaLISA; neocarzinostatin DNA damage 30 min before lysis; Potency, µM (highest dose often 57.5 µM), for inactives: top-dose activation, usual class: activators; 320,000 tested, 0.19% active; AID 485349, 2010; note: potency is the fitted concentration of half-maximal effect; % of control where 0% means no effect; nearly all actives have a fitted effect of over 45% in size
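hTERT-immortalized A-T patient fibroblasts ([…]), 500 cells/well in OPTI-MEM, 1% FBS, got compounds for 60 min, then NCS for 30 min at 37C. Lysates were then assayed for phospho-KAP-1 by AlphaLISA (anti-pKAP1 donor, anti-KAP1 acceptor beads), 6 hr at 25C.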
KCNH2 WT inh – qHTS for Inhibitors of KCHN2 3.1: Wildtype qHTS. U2OS, BacMam KCNH2, thallium flux FluxOr; hits give low values. activity change, % at 1.84 µM. 340,000 tested, 0.37% active;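 active = maximum activity change below -70%; inconclusive = maximum activity change between -70% and -50%; inactive = maximum activity change above -50%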; note: % is set by controls: 0 for no effect and ±100 for the full control effect
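U2OS cells transduced with wild-type KCNH2 virus are loaded with FluxOr dye for 45 min, and thallium flux is measured in kinetic reads before and after stimulation buffer. Rate constants are normalized to DMSO controls.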
Coupling enz – qHTS Assay for Inhibitors of Fructose-1,6-bisphosphate Aldolase from Giardia Lamblia: Coupling assay counterscreen; AID 2472, 2010; 290,000 tested, 0.67% active; activity change, negative = inhibition, % at 58.2 µM, hits read low; coupling enzyme system counterscreen, AmpLite Red fluorescence; in the data active = activity change below about -30%; note: % is set by controls: 0 for no effect and ±100 for the full control effect
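Activity here indicates interference with the coupling reaction, not aldolase inhibition. Compounds at 57.5 uM final met coupling enzymes for 10 min at RT; substrate and AmpLite Red detection followed, with a 525/598 nm fluorescence read after 20 min.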
CXXC DNA block – qHTS Fluorescence Polarization Assay for Inhibitors of MLL CXXC domain - DNA interaction | Histone-lysine N-methyltransferase 2A (Homo sapiens), Q03164 | MLL-CXXC / FITC-HOXA9 DNA fluorescence polarization | Potency, µM (series often up to 115 µM), inactives show top-dose activity change, negative = inhibition, usual class: inhibitors | 290,000 tested, 0.037% active | AID 2662, 2010; active = well fitted inhibition curve with a large enough effect in the polarisation, with a control signal flat, not every such curve was filed as active; inconclusive = small, poorly fitted or top-dose-only effect, or effect the other way, or a change in a side signal; inactive = no such curve, though single readings can be large or run the other way; the % refers to the polarisation; note: potency is the fitted concentration of half-maximal effect
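Purified MLL-CXXC (added from a 7 uM solution) was preincubated 5 min at ambient with pinned compounds in 50 mM Tris-HCl pH 7.5, 50 mM NaCl, 1 mM DTT, 0.05% BSA. Fluorescein-labeled HOX-A9 DNA (50 nM solution) followed, 30 min, then polarization read.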
ASM inhibitor – Inhibitors of Secretory Acid Sphingomyelinase (S-ASM): qHTS. Sphingomyelin phosphodiesterase (Homo sapiens), P17405. placental ASM, HMU-PC fluorogenic substrate, 60 min. Potency, µM (series often up to 57.5 µM), inactives show at the top dose activity change, negative = inhibition, most hits filed as inhibitors. 340,000 tested, 0.006% active. AID 504937, 2011; note: potency is the fitted concentration of half-maximal effect
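Steps: dispense placental human ASM, pin compound, wait 10 min at room temperature, add HMU-PC0 substrate at 9 uM final, incubate 60 min at 37 °C, add stop solution raising pH to 10, read fluorescence.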
MBNL1-CUG inh – qHTS Assay for Inhibitors of MBNL1-poly(CUG) RNA binding; TR-FRET MBNL1-His/biotin-(CUG)12 binding, 665/545 ratio; Potency, µM (doses to about 57.5 µM), inactives show at the highest dose activity change, negative = inhibition, actives largely listed as inhibitors; 280,000 tested, 0.036% active; AID 2675, 2010; active = well fitted inhibition curve with a large enough effect in the signal ratio, with a control signal flat, not every such curve was filed as active; inconclusive = small, poorly fitted or top-dose-only effect, or effect the other way, or a change in a side signal; inactive = no such curve, though single readings can be large or run the other way; the % refers to the signal ratio; note: potency is the fitted concentration of half-maximal effect; % is set by controls: 0 for no effect and ±100 for the full control effect
Target sequence (Q9NR56 whole entry, looked up): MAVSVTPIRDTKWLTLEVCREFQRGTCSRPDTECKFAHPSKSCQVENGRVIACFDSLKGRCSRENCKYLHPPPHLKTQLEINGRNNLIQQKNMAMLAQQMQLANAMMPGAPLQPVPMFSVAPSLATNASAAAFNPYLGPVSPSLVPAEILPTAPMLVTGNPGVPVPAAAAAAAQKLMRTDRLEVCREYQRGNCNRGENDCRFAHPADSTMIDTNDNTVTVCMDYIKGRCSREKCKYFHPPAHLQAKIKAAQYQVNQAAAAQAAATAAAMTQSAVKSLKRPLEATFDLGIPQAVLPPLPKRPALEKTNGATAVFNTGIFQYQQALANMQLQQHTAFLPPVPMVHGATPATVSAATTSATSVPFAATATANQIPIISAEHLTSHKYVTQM
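TR-FRET between His-tagged MBNL1 and biotin-(CUG)12 RNA, detected with Tb anti-His antibody (0.055 ng/ul) and streptavidin-XL665 (5 nM), 60 min at room temperature. Compounds titrated 92 nM to 58 uM; 665/545 nm ratio normalized to buffer and complex controls.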
TRPV1 ag – HTS Assay for Compounds that Act as Agonists of the Vanilloid Receptor 1; activation, % at 8.33 µM; Transient receptor potential cation channel subfamily V member 1 (Homo sapiens), Q8NER1; 320,000 tested, 0.19% active; AID 540275, 2011; TRPV1-expressing cells, Fluo-8 calcium influx, agonist mode; in the data active = activation above about 80%; inconclusive = between about 30% and that limit; note: 0% is about no effect
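Fluo-8 calcium influx in TRPV1-expressing cells, kinetic read (ex 480/em 520 nm). Compound added and read 3 min for agonist activity, followed by capsaicin at EC20 final and 2 min further read for enhancement.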
KCNH2 3.1 inh – qHTS for Inhibitors of KCHN2 3.1: Mutant qHTS | U2OS KCNH2 3.1, thallium flux FluxOr; hits give low values | activity change, % (tested at about 1.8 µM) | 340,000 tested, 0.95% active | Potassium voltage-gated channel subfamily H member 2, brain isoform KCNH2 3.1 (human);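 active = maximum activity change below -70%; inconclusive = maximum activity change from -70% to -50%; inactive = maximum activity change above -50%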;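 note: thallium influx rate constant from kinetic fluorescence after stimulation buffer; % is set by controls: 0 for no effect and ±100 for the full control effect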
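Normalized rate constant (relative to positive and negative DMSO controls) derived from a 2 min kinetic fluorescence read after stimulation; U2OS cells expressing the 3.1 isoform via virus at 1.77 x 10^8 /mL.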
GALK inhibitor – qHTS Assay for Inhibitors of Human Galactokinase (GALK); Purified GALK, Kinase-Glo residual ATP luminescence; Potency, µM (highest dose often 57.5 µM), inactives show top-dose activity change, negative = inhibition, hits mostly inhibitors; AID 1868, 2009; P51570; 270,000 tested, 0.007% active; note: potency is the fitted concentration of half-maximal effect; % is set by controls: 0 for no effect and ±100 for the full control effect
Target sequence (P51570 whole entry, looked up): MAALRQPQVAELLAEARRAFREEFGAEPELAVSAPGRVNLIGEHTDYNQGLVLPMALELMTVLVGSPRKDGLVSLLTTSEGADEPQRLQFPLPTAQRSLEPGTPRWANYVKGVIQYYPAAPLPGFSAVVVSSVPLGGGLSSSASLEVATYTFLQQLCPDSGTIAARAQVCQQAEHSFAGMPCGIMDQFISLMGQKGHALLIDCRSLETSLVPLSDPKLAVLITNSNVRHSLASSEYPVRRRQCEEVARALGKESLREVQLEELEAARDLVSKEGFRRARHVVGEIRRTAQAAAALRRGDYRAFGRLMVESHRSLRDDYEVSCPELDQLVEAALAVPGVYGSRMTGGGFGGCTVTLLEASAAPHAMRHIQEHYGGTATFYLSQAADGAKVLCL
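5 nM enzyme, 35 uM ATP, 100 uM galactose, 20 mM HEPES pH8.0, 5 mM MgCl2; 1 h RT; residual ATP by Kinase-Glo Plus luminescence, qHTS format.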
Integrin act MD – qHTS for Activators of Integrin-Mediated Alleviation for Muscular Dystrophy; alpha7betagal myoblasts, beta-gal FDG fluorescence, 48 h; 350,000 tested, 0.064% active; Potency, µM (doses to about 38.3 µM), for inactives: top-dose activation, most hits filed as activators; AID 624291, 2012;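 note: potency is the fitted concentration of half-maximal effect; 100% = response of the positive control SU9516; nearly all actives have a fitted effect of over 60% in size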
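Alpha7betagal+/- myoblasts (passage 13) were plated 16-24 hr, then exposed to compounds (1:260 dilution of DMSO stock) for 48 hours at 37C. After MPER lysis, β-galactosidase reporter activity was read as FDG fluorescence (ex 480/em 540) after 30 minutes.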
* marks the source's active call; other numbers are inactive results; u = inconclusive; x = no result given; [ ] = dose if it differs, or a comment. Unless noted, calls come from the whole dose curve; as a rule, active = well fitted curve in the direction sought with a large enough effect; inconclusive = small, poorly fitted or top-dose-only effect, or another doubt; inactive = no such curve, though single readings can be large; an effect the other way counts as inactive or inconclusive.

SMILES,CXXC DNA block,KCNH2 3.1 inh,AT treatment,Integrin act MD,ASM inhibitor,GALK inhibitor,Coupling enz,TRPV1 ag,MBNL1-CUG inh,KCNH2 WT inh
CCCc1nnc(NC(=O)COC(=O)c2cc(C)nc3ccccc23)s1,9%,4,-3%,-13%,-3%,2%,0,-1,0%,-11
O=C(O)CCC(=O)NNc1nc2ccccc2nc1-c1ccccc1,-18%,9,-1%,-13%,3%,6%,2,0,u,-6
CCC(C)Sc1nc2c(cnn2-c2ccc(F)cc2)c(=O)[nH]1 (configuration not stated),11%,-6,0%,u,12%,3%,3,-1,-11%,-6
O=c1c2ccccc2oc2ccc(Oc3ccccc3)cc12,5%,-13,29%,-5%,3%,x,-3,1,-3%,3
Cc1nnc(SCC(=O)Nc2nccs2)[nH]c1=O,-1%,4,3%,6%,1%,6%,1,-8,4%,9
O=C(O)Cc1ccc(NC(=S)Nc2cccc(Cl)c2Cl)cc1,4%,0,0%,1%,4%,3%,0,-2,14%,10
COc1ccc(OC)c2c1sc(=NC(=O)C1CC1)n2C,2%,2,-19%,u,0%,-1%,0,-1,3%,-1
Cc1ccc(S(=O)(=O)NCCC(=O)Nc2ccc(C)c(Cl)c2)cc1C,5%,7,-1%,9%,-13%,1%,-22,8,-6%,-5
CC1(C)CC(=O)N(CC(=O)O)c2ccccc2S1(=O)=O,2%,-11,12%,6%,2%,4%,6,0,9%,6
O=C(COC(=O)Cn1cnc2ccccc2c1=O)Nc1ccc(Cl)c(C(F)(F)F)c1,3%,-7,-6%,-8%,-3%,0%,4,22,x,7
O=C(NCCS(=O)(=O)N1CCN(c2ccccc2)CC1)C1CC1,x,-2,0%,10%,4%,x,x,13,x,-3
O=C(CCCn1c(=S)[nH]c2cc3c(cc2c1=O)OCO3)NCCc1ccccc1Cl,-3%,-6,-5%,-4%,1%,-4%,x,14,47%[activator],-5
COc1ccc(N2C(=O)C(CC(=O)Nc3ccccc3)N(CCc3ccc(OC)c(OC)c3)C2=O)cc1 (configuration not stated),3%,x,-4%,-47%[inhibitor],-24%,0%,2,2,-13%,14
Nc1nc(SCc2ccc(Cl)cc2Cl)n[nH]1,5%,2,3%,41%,2%,0%,-2,7,-4%,-6
CCN(Cc1ccccc1)S(=O)(=O)c1ccc2c(c1)NC(=O)CC(=O)N2,6%,-7,3%,-11%,3%,0%,4,2,-4%,x
Cc1csc(=Nc2ccccc2)n1CCO,7%,0,-1%,18%,5%,0%,-1,5,-3%,0
COc1ccc(OCc2nn3c(-c4ccco4)nnc3s2)cc1,-3%,1,-5%,13%,-9%,3%,-3,13,-13%,-5
O=C(Cn1cnc2c(cnn2-c2ccccc2)c1=O)Nc1cc(S(=O)(=O)N2CCOCC2)ccc1Cl,38%,-5,4%,-32%,-18%,2%,2,1,-5%,-4
CN(C)c1ccc(/C=N/Nc2nncc3ccccc23)cc1,18%,2,-8%,-13%,-2%,-2%,0,27,4%,-2
CC(NC(=O)/C=C/c1cnc2ccccc2n1)C12CC3CC(CC(C3)C1)C2 (configuration not stated),-1%,-6,-14%,-30%,-7%,0%,-3,13,u,-7
O=C(CCS(=O)(=O)c1cccc2nsnc12)NCc1ccccc1,1%,4,-3%,-7%,-2%,-2%,-1,0,u,-3
O=C(Nc1ccc(NC(=O)C2CC2)nc1)c1ccccc1F,2%,-6,2%,-21%,0%,0%,2,-1,3%,-1
Cc1c(C=O)c2ccccc2n1CC(=O)NC(C)c1ccccc1 (configuration not stated),-19%,2,-1%,-9%,-2%,0%,0,0,-8%,-1
COc1ccc2[nH]cc(/C=C(/C#N)S(=O)(=O)c3ccccc3)c2c1,-5%,-1,x,-9%,1%,6%,-1,1,19%,-6
CCOn1c(=O)c(-c2ccc(C)cc2)[n+]([O-])c2ccccc21,4%,-84*,-7%,-14%,16%,4%,2,3,u,1
CCn1cc(C(=O)NCCC(=O)OC)c(=O)c2cc3c(cc21)OCO3,-2%,15,3%,-8%,14%,5%,-1,-1,-7%,8
CSc1ccccc1NC(=O)CSc1nncs1,2%,-8,-3%,-19%,0%,-7%,3,-2,x,x
COc1ccc(N2CCN(C(=O)c3ccc(C)cc3Cl)CC2)cc1,-8%,4,x,10%,4%,3%,1,11,0%,-19
CSc1cccc(NC(=O)C2CCCN2S(=O)(=O)c2ccc(Br)s2)c1 (configuration not stated),11%,6,x,4%[7.66 µM],-18%,1%,0,-3,-3%,-3
COc1ccc(C(=O)/C=C/N2CCCCC2)cc1OC,-4%,-11,3%,-3%,4%,3%,1,-1,6%,-11
CCCN1CCC(=O)N([C@H](CSc2ccc(C)cc2)Cc2ccccc2)CC1,-4%,-101*,u,-7%,5%,-1%,0,u,4%,17
C=C1c2cc3c(cc2NC(=S)N1Cc1ccccc1)OCO3,-2%,14,3%,17%,38%[activator],0%,-15,-4,u,2
NNc1cc([N+](=O)[O-])cc2c1C(=O)N(Cc1ccccc1)S2=O (configuration not stated),-5%,-4,-3%,15%,0%,10%,-16,3,x,-3
Cc1cc2c(c(=O)o1)C(Cc1ccccc1)C(C#N)=C(N)O2 (configuration not stated),2%,-15,-5%,6%,2%,1%,0,4,-8%,-15
COc1ccc(CNC(=O)[C@]2(C)CCC[C@@]3(C)C4CC[C@@]5(C)C[C@]4(CCC32)CC5=O)cc1 (some centres not stated),x,-5,5%,26%,-5%,x,x,4,x,-11
Cc1cc(C(=O)NC2CCCN(Cc3ccc(Cl)cc3)C2)no1 (configuration not stated),-2%,13,4%,-20%,0%,3%,-2,28,-1%,22

Two successive records from above, for reference:
SMILES,CXXC DNA block,KCNH2 3.1 inh,AT treatment,Integrin act MD,ASM inhibitor,GALK inhibitor,Coupling enz,TRPV1 ag,MBNL1-CUG inh,KCNH2 WT inh
COc1ccc(CNC(=O)[C@]2(C)CCC[C@@]3(C)C4CC[C@@]5(C)C[C@]4(CCC32)CC5=O)cc1 (some centres not stated),x,-5,5%,26%,-5%,x,x,4,x,-11
Cc1cc(C(=O)NC2CCCN(Cc3ccc(Cl)cc3)C2)no1 (configuration not stated),-2%,13,4%,-20%,0%,3%,-2,28,-1%,22

(further entries)
SMILES,CXXC DNA block,KCNH2 3.1 inh,AT treatment,Integrin act MD,ASM inhibitor,GALK inhibitor,Coupling enz,TRPV1 ag,MBNL1-CUG inh,KCNH2 WT inh
O=C(NCC1CCCO1)C1c2ccccc2C(=O)N1C1CCCCCC1 (configuration not stated),1%,-5,-1%,11%[7.66 µM],-1%,1%,-2,-4,-5%,-9
Cc1ccc(NCc2nnc(SCC(=O)NCc3ccco3)n2CC2CCCO2)cc1Cl (configuration not stated),0%,-2,13%,-14%,1%,0%,1,-2,-10%,-3
O=C(N/C(=C\c1cn(-c2ccccc2)nc1-c1ccc(Cl)cc1)C(=O)N1CCOCC1)c1ccccc1,12%,x,-2%,x,x,0%,1,-5,-2%,x
Cc1csc(N(C(=O)CCNC(=O)c2ccc([N+](=O)[O-])cc2)c2ccccc2)n1,6%,-23,-14%,15%,4%,-1%,-1,u,x,x
O=C(Cn1cnc2c(nnn2Cc2ccccc2)c1=O)NCc1ccccc1Cl,-4%,0,6%,u,1%,-1%,0,1,-6%,-11
CCOC(=O)N1CCC(NC(=O)c2cc(-c3ccc(F)cc3)[nH]c2C)CC1,-5%,-1,-5%,28%,-2%,-3%,0,6,2%,1

Source: PubChem BioAssay (National Center for Advancing Translational Sciences (NCATS))

Not a hit list; about 2% have a hit in one of these screens.
